# Screening results from PubChem.
# RBBP9 inhibitor: blocks human serine hydrolase RBBP9; O75884; recombinant RBBP9, FP-Rh probe fluorescence polarization; inhibition, % at 7.94 µM; 0.2% of 220,000 active; AID 1515;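 active = inhibition above the campaign mean of all tested compounds plus 3 SD, cut at about 14% in these data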;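 note: plate controls were DMSO wells with RBBP9 for no effect and wells lacking RBBP9 protein for full effect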
# Target sequence (O75884 whole entry, looked up): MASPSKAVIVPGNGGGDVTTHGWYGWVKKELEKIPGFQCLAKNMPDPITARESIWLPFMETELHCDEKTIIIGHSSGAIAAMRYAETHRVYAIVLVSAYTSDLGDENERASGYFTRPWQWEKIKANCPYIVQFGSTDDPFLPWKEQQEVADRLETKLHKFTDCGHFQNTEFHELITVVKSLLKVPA
#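 Test system – recombinant human RBBP9 · Input – RBBP9 2.5 µM in dispensing solution, pre-mixing · Medium – Tris buffer pH 8.0, NaCl, Pluronic · Schedule – preincubation 30 min plus labeling 45 min at 25 °C · Measured by – fluorescence polarization · Measure – % inhibition · Controls – DMSO and no-protein wells · Replicates – one well per compound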
# Wee1 degr inh: human Wee1 degradation inhibition, primary screen | reporter increase, % at 5 µM | 1.2% of 220,000 active | AID 1321 | P30291 | HeLa Luc-Wee1K328M stability, luciferase luminescence; 100% = proteasome inhibitor MG132 effect;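 active = activation above the mean of all tested compounds plus 3 SD, set per screening run, cut at about 8.8% in these data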;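 note: cells exposed to compound for 20 h before luminescence read; 0% = DMSO alone and 100% = MG132 at 30 µM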
# Target sequence (P30291 whole entry K328M): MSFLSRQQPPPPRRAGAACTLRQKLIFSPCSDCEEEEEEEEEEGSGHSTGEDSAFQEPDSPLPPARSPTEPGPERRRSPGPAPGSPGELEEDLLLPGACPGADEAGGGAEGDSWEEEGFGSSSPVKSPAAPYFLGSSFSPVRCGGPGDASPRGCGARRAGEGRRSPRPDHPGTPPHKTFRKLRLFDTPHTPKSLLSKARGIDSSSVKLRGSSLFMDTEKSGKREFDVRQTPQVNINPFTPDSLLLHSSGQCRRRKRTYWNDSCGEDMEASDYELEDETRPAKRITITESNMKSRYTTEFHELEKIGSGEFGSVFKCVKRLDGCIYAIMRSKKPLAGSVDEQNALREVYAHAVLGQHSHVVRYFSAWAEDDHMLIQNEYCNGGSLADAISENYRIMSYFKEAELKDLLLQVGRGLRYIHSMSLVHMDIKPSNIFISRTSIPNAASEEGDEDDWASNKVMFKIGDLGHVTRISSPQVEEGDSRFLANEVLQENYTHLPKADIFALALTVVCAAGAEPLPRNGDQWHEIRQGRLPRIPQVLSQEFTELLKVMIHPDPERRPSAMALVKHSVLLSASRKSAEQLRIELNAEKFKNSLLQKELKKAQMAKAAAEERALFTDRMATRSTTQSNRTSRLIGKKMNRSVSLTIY
# CHOP inh: CHOP inhibition in unfolded protein response; CHO-K1 CHOP-promoter luciferase, tunicamycin-induced, 15-18 h; inhibition, % at 10 µM; 3.8% of 220,000 active;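 active = compounds that reduced the stress-induced luciferase reporter signal by more than about 70% of percent inhibition, limit read from the data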;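 note: 0% = tunicamycin plus vehicle and 100% = wells without tunicamycin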
# TNF necrop inh: TNF-alpha cell death inhibition in Jurkat FADD-/- cells; 0.068% of 220,000 active; Jurkat FADD-/- TNF necroptosis rescue, ATP luminescence, 24 h; 0 = TNF only, 100 = no-TNF cells; activation (protection from cell death), % at 10 µM;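 active = activation, meaning protection from cell death, of at least 50% relative to plate controls; inactive = activation below 50%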;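 note: necroptosis triggered by 40 ng/mL TNF-alpha added together with compound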
# TRPML3 ag: agonists of human TRPML3 channel. Q8TDD5. HEK293 TRPML3-YFP, Fluo-8 calcium fluorescence; 100% = the carbachol control signal. activation, % at 3 µM. 0.29% of 220,000 active. AID 1448;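 active = activation above its plate's cutoff, the mean activation of the plate's test wells plus 3 SD, cut at about 12% in these data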;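 note: 0% = DMSO only wells and 100% = carbachol wells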
#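 system = HEK293 cells stably carrying human TRPML3-YFP | doses = one concentration, 3 µM nominal, 0.3% DMSO | timing = dye loading 1 h 37 °C then 30 min ambient, 125 s read | detection = Fluo-8 calcium dye fluorescence, ex 470-495, em 515-575 nm | benchmarks = high control carbachol 87 µM, low control DMSO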
# BaF3 parental: counter-screen for JAK2V617F inhibitors: parental Ba/F3 viability inhibitors. CellTiter-Glo ATP luminescence. inhibition, % at 5.6 µM. 1.1% of 220,000 active. AID 1486;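 active = inhibition above a per-campaign cutoff, the mean inhibition of all tested compounds plus 3 SD, cut at about 27% in these data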;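 note: 0% = DMSO wells and 100% = JAK Inhibitor I control wells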
# Ba/F3 V617F tox: reduce viability of Ba/F3 cells dependent on JAK2V617F | Ba/F3 EpoR-JAK2V617F viability, ATP luminescence | inhibition, % at 5.6 µM | 1.1% of 220,000 active | AID 1446;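 active = inhibition above the campaign mean plus 3 SD over all tested compounds, cut at about 24% in these data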;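 note: cytokine-independent growth of Ba/F3 cells driven by EpoR plus mutant JAK2; 0% = DMSO-treated cells and 100% = JAK inhibitor I control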
# TRPN1 ag: agonists of zebrafish TRPN1 channel | 0.18% of 220,000 active | activation, % at 3 µM | HEK293 zebrafish TRPN1-YFP, Fluo-8 calcium fluorescence; 100% = response to 87 µM carbachol;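 active = activation above its plate's cutoff, the mean activation of test wells on that plate plus 3 SD, cut at about 19% in these data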;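 note: 0% = DMSO alone and 100% = 87 µM carbachol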
#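 Material – zebrafish TRPN1-YFP in HEK293 cells · Doses – 3 µM single point · Schedule – dye 1 h 37 °C plus 30 min RT · Signal – Fluo-8 calcium fluorescence, excitation 470-495 nm, emission 515-575 nm · Read-out – % activation versus carbachol response · Control set – carbachol high, DMSO low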
# PPC-1+TRAIL kill: PPC-1 cancer cell killing with TRAIL present | PPC-1 cells + TRAIL, ATPLite viability luminescence | cell killing (% activity), % at 4 µM | 0.41% of 220,000 active;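 active = cell killing above 50% in the first pass at 4 µM, then a duplicate retest at 5 µM averaging 50% or more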;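 note: plate controls were cells with TRAIL plus DMSO for no effect and medium-only wells lacking cells for full effect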
# An asterisk follows results filed as active; / = not tested or not shown.
SMILES,RBBP9 inhibitor,Wee1 degr inh,CHOP inh,TNF necrop inh,TRPML3 ag,BaF3 parental,Ba/F3 V617F tox,TRPN1 ag,PPC-1+TRAIL kill
O=C(CCCCCn1c(=S)[nH]c2ccccc2c1=O)N1CCOCC1,0.5,-2.8,12.2,0.8,0.8,-1.4,-5.5,0.4,0.9
COc1ccc(N2CCN(C(=O)CCCOc3cc(=O)n(C)c4ccccc34)CC2)cc1,0.5,0.2,-15.2,0.4,-0.8,7.1,1.9,1.6,-1.2
CN(C)/C=N/S(=O)(=O)c1ccc(Cl)c(Cl)c1,-2.3,1.9,6.0,0.7,0.2,2.4,-0.9,1.8,15.6
COc1ccc(Nc2ccnc3ccccc23)cc1,-4.8,-1.4,35.7,2.9,0.0,2.5,-1.3,2.1,9.4
O=c1[nH]c(CSc2ncc(C(F)(F)F)cc2Cl)nc2cc(C(F)(F)F)ccc12,-11.6,-1.8,-8.8,1.9,1.4,-3.2,0.7,0.8,10.4
CC(=O)c1sc(NC(=O)CCCOc2ccccc2C)nc1C,-3.0,-2.0,10.3,1.9,0.0,0.0,-2.0,-1.2,-0.8
CC(=O)c1cc(CN2CCN(Cc3ccc(C)cc3)C(CCO)C2)cs1 (centres undefined),-7.7,0.3,13.4,-0.1,1.0,3.4,2.4,0.5,13.9
C[N+]1(C2CCC3CCC2C3O)CCCC1 (centres undefined),-4.3,-1.7,12.3,0.0,0.7,0.9,-2.6,-0.1,22.1
Nc1nc(CSc2nnnn2-c2ccccc2)nc(N2CCCc3ccccc32)n1,1.8,3.2,63.1,0.6,-0.7,4.8,-0.7,-1.7,13.7
Cc1c(Cl)cccc1NC(=S)NCCCN(C)C,-5.2,-1.2,20.4,-8.3,0.6,1.5,-0.3,0.1,14.4
CC(=O)c1cc(-c2ccccc2)n(CC(=O)N2CCC(C)CC2)c1C,-5.0,0.5,-2.7,-1.7,0.4,1.2,-5.6,-0.5,-1.9
Cc1nc2ccc(S(=O)(=O)NCC(=O)N3CCN(c4ccccn4)CC3)cc2s1,-4.5,-1.4,8.3,-1.4,-0.1,4.6,1.4,1.1,-5.6
Cn1c(NCc2ccccc2)nc2c1c(=O)n(Cc1ccc(Br)cc1)c(=O)n2C,-2.8,-2.6,72.0*,-2.0,0.6,-1.8,-3.2,0.1,17.1
OC(CN1CCOCC1)Cn1c(-c2cccc(Cl)c2)nc2ccccc21 (centres undefined),-7.7,-1.6,6.3,-1.2,0.6,-0.2,-2.8,-0.2,16.3
COc1cc(C)ccc1OCCCON1C(=O)CCC1=O,-1.8,-0.2,25.2,-1.0,0.8,9.2,5.2,2.0,2.4
Cc1ccc(C(=O)N2CCN(C(=O)N3CCOCC3)CC2)cc1,-6.2,-0.7,-0.4,-0.9,0.0,12.9,2.6,0.7,5.9
Cn1nc(-c2ccccc2)c(C(=O)NCC(=O)O)c1Cl,1.0,-0.6,0.8,2.7,0.0,6.7,-2.1,1.4,12.9
CCOC(=O)c1ccc(N2C(=O)c3n[nH]c(C)c3C2c2ccco2)cc1 (centres undefined),-2.4,-3.1,22.1,-7.2,-0.1,4.8,-1.7,0.7,9.8
COCCn1c(SCC(=O)c2c(N)n(C)c(=O)n(C)c2=O)nc2ccccc21,-6.8,-3.8,-29.9,0.4,1.2,5.8,-1.1,1.7,20.8
COc1ccc(-n2c(=S)[nH]c3cc(C(=O)NCCCN4CCCC4=O)ccc3c2=O)cc1OC,-6.9,-0.3,0.3,-0.8,0.5,3.1,4.3,0.5,-19.1
Cc1nn2c(NCCCN(C)C)c3c(nc2c1-c1ccccc1)CCC3,-8.4,3.6,93.0*,-4.2,0.2,6.7,5.3,-0.3,5.2
Cc1ccccc1-n1c(SCc2csc(Nc3ccccc3)n2)nnc1-c1cccnc1,-7.0,-1.5,22.3,1.9,-0.8,7.8,1.7,-0.9,0.0
c1ccc(CC2CCN(C3=Nc4cccc5cccc3c45)CC2)cc1,4.7,0.3,88.4*,6.8,0.1,7.9,5.1,-0.8,21.5
Cc1nn(Cc2ccc(F)cc2)c(C)c1NC(=O)C1c2ccccc2Oc2ccccc21,2.0,5.5,18.8,3.6,0.6,6.5,-0.2,1.2,5.9
COC(=O)c1cc(N2CCN(C)CC2)nc2ccccc12,-4.3,-1.9,-0.4,-0.7,1.0,2.9,-3.9,0.9,8.4
Nc1nc(N)c2ncc(C(=O)CCc3ccccc3)nc2n1,-6.4,0.8,29.2,-3.0,0.4,6.4,3.5,1.1,18.0
CC12CCC(C(=O)NCc3ccc4c(c3)OCO4)(C(=O)C1=O)C2(C)C (centres undefined),-7.8,-1.6,-6.0,-0.4,0.3,3.5,0.3,0.5,1.3
CCO[C@H]1OC(C(=O)NCc2ccccc2)=C[C@@H](c2ccc(Br)cc2)[C@@H]1CCCO,2.0,2.3,0.6,0.0,1.9,-2.2,-1.1,3.9,-2.0
O=C(O)CCc1ccc(S(=O)(=O)NCCc2ccccc2)cc1,-3.3,2.1,4.2,-0.6,0.3,9.6,-0.1,1.4,0.1
CCc1ccc(NC2CC(=O)N(CCc3ccc(OC)c(OC)c3)C2=O)cc1 (centres undefined),-8.9,-2.2,2.6,-0.8,1.0,-0.6,-1.6,-0.8,-11.8
Cc1cc(NS(=O)(=O)c2ccccc2)n(-c2ccccc2)n1,-8.3,2.3,18.5,-1.8,1.0,8.2,0.5,-2.5,3.3
Cc1[nH]n(-c2ccccc2)c(=O)c1C(=O)c1ccc(Cl)cc1,1.8,5.0,6.8,4.2,0.2,1.3,-0.4,0.7,-12.5
COc1cc(C(=O)NCCCc2nc3ccccc3n2Cc2cc(C)ccc2C)cc(OC)c1OC,-0.5,1.8,7.3,1.7,-0.2,-1.3,-4.0,-1.9,13.5
Cn1c(CNC(=O)Nc2ccccc2Cl)nnc1SCc1ccccc1,-5.7,-3.4,15.5,-2.5,0.2,2.2,-1.7,-0.7,-12.4
O=C(COC(=O)C1CCC1)Nc1ccc(Oc2ccccc2)cc1,-5.7,0.2,39.2,-2.4,0.0,7.1,3.2,-0.6,29.8
CCC1CC(CSc2ncn[nH]2)OC1=O (centres undefined),1.6,-1.0,-9.1,-1.1,1.4,-1.9,-2.7,0.1,11.7
O=C(Nc1ccc(-c2cn3ccsc3n2)cc1)c1ccc(F)c(S(=O)(=O)N2CCOCC2)c1,-6.1,-1.8,-42.3,-4.3,2.5,7.3,0.0,7.5,19.9
Cn1c(N2CCCC2)nc2c1c(=O)n(Cc1cccc(F)c1)c(=O)n2C,-9.3,2.5,6.0,0.5,-0.1,9.5,0.6,2.1,7.1
Cc1ccccc1NC(=O)N1C2CCCC1CC(NC(=O)C1CC1)C2 (centres undefined),-5.4,-0.7,27.0,0.0,0.6,1.2,-2.6,1.1,12.2
CCOC(=O)CC(=O)Nc1c(C)cc(C)cc1C,-3.4,-0.8,10.2,0.1,-0.6,3.5,-2.7,0.1,17.5

# Some of the entries so far, with tabs:
Compound	RBBP9 inhibitor	Wee1 degr inh	CHOP inh	TNF necrop inh	TRPML3 ag	BaF3 parental	Ba/F3 V617F tox	TRPN1 ag	PPC-1+TRAIL kill
O=C(Nc1ccc(-c2cn3ccsc3n2)cc1)c1ccc(F)c(S(=O)(=O)N2CCOCC2)c1	-6.1	-1.8	-42.3	-4.3	2.5	7.3	0.0	7.5	19.9
Cn1c(N2CCCC2)nc2c1c(=O)n(Cc1cccc(F)c1)c(=O)n2C	-9.3	2.5	6.0	0.5	-0.1	9.5	0.6	2.1	7.1

# (further entries)
SMILES,RBBP9 inhibitor,Wee1 degr inh,CHOP inh,TNF necrop inh,TRPML3 ag,BaF3 parental,Ba/F3 V617F tox,TRPN1 ag,PPC-1+TRAIL kill
Cc1ccc(-n2c(SCC(=O)Nc3ccc4c(c3)OCO4)nnc2-c2ccoc2C)cc1,-12.2,0.8,79.8*,-3.9,-0.8,5.7,-1.7,-1.4,16.7
Cc1cc2ccccc2nc1SCC(=O)NC1CCCCC1,2.7,1.6,29.6,0.0,0.0,4.7,-1.7,-1.3,/
O=C(N/N=C/C=C/c1ccccc1)c1n[nH]c2c1CCC2,-4.6,9.1*,57.3,-14.9,0.9,6.6,9.9,-0.2,19.2
N#CCC(=O)Nc1ccc(C(=O)OCC(=O)Nc2ccccc2-c2ccccc2)cc1,-17.5,1.7,23.2,-1.5,0.7,7.5,1.9,1.9,2.7
CC1(C)NC(=O)N(CC(O)COc2cccc(F)c2)C1=O (centres undefined),-2.3,-2.1,-6.8,0.3,0.1,-1.1,-4.6,-0.2,-4.1
O=C(CC(=O)N/N=C/c1c(F)cccc1Cl)NCc1ccccc1,-3.2,-0.7,15.6,1.7,0.7,4.6,0.1,2.0,-11.7
CS(=O)(=O)N(CC(=O)NCc1ccco1)c1ccc(Cl)cc1Cl,-1.9,0.6,-1.9,0.5,0.1,0.9,-3.7,-1.9,15.7
O=C(c1ccccc1Sc1ccc([N+](=O)[O-])cc1)N1CCCCC1,-8.9,0.1,2.6,-0.4,-0.1,5.2,3.7,4.9,24.3
COc1ccc(NC(=S)N(CCN2CCOCC2)C2CCN(C(C)=O)CC2)cc1Cl,-1.5,2.0,6.1,0.1,1.6,4.2,4.5,1.6,-9.5
O=C(CSc1ccccc1)Nc1ccc(S(=O)(=O)Nc2ncccn2)cc1,-7.3,-1.7,-10.3,1.4,0.0,2.3,-1.7,-1.9,2.7
CN(C(=O)c1ccc2c(c1)OCO2)C1(C(=O)NC2CCCCC2)CCCCC1,-2.9,2.5,14.7,-0.6,-0.8,-0.8,-1.8,-1.0,3.6
COc1ccc(NC(=O)NC23CC4CC(CC(C4)C2)C3)cc1OC,-2.9,1.6,-18.8,-2.3,2.1,2.0,-0.2,1.4,17.8
Cc1cc(C)c2nc(C)cc(Nc3ccc(C(=O)N4CCOCC4)cc3)c2c1,6.2,-3.7,-5.0,0.4,1.1,-1.3,2.1,1.2,16.9
COc1ccc(NC(=O)CSc2nnc(N)s2)cc1,4.5,-1.4,1.1,-0.5,0.6,2.8,-1.2,0.7,-7.9
COc1cc(C2NC(=S)NC(c3ccccc3)=C2C(C)=O)cc(Br)c1OCC(N)=O (centres undefined),1.7,2.0,13.2,-0.9,0.3,1.0,-0.3,-0.5,-2.0
O=C(Nc1ccccc1)Nc1nc2ccccc2s1,-6.3,12.1*,-20.1,9.0,1.2,2.3,-3.6,1.3,18.7
CSc1nc(-c2ccco2)nn1C(=O)c1ccc(C)cc1,6.9,-3.9,80.5*,0.7,0.2,4.1,-1.1,1.0,9.5
CCC(=O)N1Cc2ccccc2-c2ccccc2C1=O,5.7,-3.0,20.1,-1.3,-0.2,4.8,-2.0,-1.2,18.5
N=c1c2c(n(Cc3ccc([N+](=O)[O-])cc3)c3c1CCC3)CCCC2,1.9,0.6,10.9,-0.6,1.3,9.6,-0.4,-0.5,-1.6
Cc1nc(SCC(=O)Nc2cc(Cl)ccc2[N+](=O)[O-])nc(C)c1C,-7.8,-2.7,27.2,1.9,0.1,4.8,-2.5,-1.9,6.6
